MCF10A rereplic: A quantitative high throughput screen for small molecules that induce DNA re-replication in MCF 10a normal breast cells; MCF 10A DNA re-replication, Hoechst nuclear intensity, 48 h; Potency, µM (titrated, usually from 46.1 µM), without a hit: at the top dose activity, positive = re-replication, usual class: activators; actives 2.9% (n = 350,000); AID 624296, 2012; note: potency is the fitted concentration of half-maximal effect; % of control where 0% means no effect; nearly all actives have a fitted effect of over 50% in size
IL-1B inflam inh: qHTS for Inhibitors of Inflammasome Signaling: IL-1-beta AlphaLISA Primary Screen | actives 4.7% (n = 360,000) | activity change, % at 57.5 µM | THP-1 LPS/ATP IL-1B secretion, AlphaLISA, 16 h; active compounds read low; in the data active = activity change below about -50%; inconclusive = mostly about -30% to -49%; note: % is set by controls: 0 for no effect and ±100 for the full control effect
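THP-1 cells pretreated 1 hr with compounds (up to 57.5 uM final), then stimulated with LPS (250 ng/mL final) plus ATP (1.25 mM final); secreted IL-1B measured by AlphaLISA after 16 hr, decreased signal indicating inhibition.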
ATXN2 expr inh: Primary qHTS for Inhibitors of ATXN expression | HEK-293 ATXN2-luciferase reporter, luminescence, 24 h | Potency, µM (top dose mostly 57 µM), inactives show top-dose activity change, negative = inhibition, usual class: inhibitors | actives 0.72% (n = 360,000) | AID 1745845, 2022; note: potency is the fitted concentration of half-maximal effect; % is set by controls: 0 for no effect and ±100 for the full control effect; nearly all actives have a fitted effect of over 55% in size
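ATXN2-luciferase reporter cells (luciferase flanked by upstream and downstream ATXN2 gene portions) were treated 24 h at 37 °C with compounds at up to 57 uM. SteadyGlo luminescence gave expression; GF-AFC fluorescence gave viability.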
SW480 rerep: A quantitative high throughput screen for small molecules that induce DNA re-replication in SW480 colon adenocarcinoma cells | SW480 DNA re-replication, Hoechst DNA content imaging, 48 h | actives 1.8% (n = 340,000) | Potency, µM (top dose mostly 46.1 µM), without a hit: top-dose re-replication activation, hits mostly activators; note: potency is the fitted concentration of half-maximal effect; % of control where 0% means no effect; nearly all actives have a fitted effect of over 55% in size
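250 cells/well; 23 nL cpd via pin tool; 48 hr, 37 C, 5% CO2; Hoechst 40 min; imager read of total nuclear intensity, ex 405/em 500-530 nm.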
KB-3-1 cytotox: qHTS assay for MDR1-selective chemotherapeutics: Primary screen using the parental adenocarcinoma cell KB-3-1 | KB-3-1 viability, CellTiter-Glo ATP luminescence, 72 h | Potency, µM (doses to about 46.1 µM), for the others: top-dose activity change, negative = cytotoxic, most hits filed as cytotoxic | actives 1.4% (n = 400,000) | AID 1347075, 2019; note: potency is the fitted concentration of half-maximal effect; % is set by controls: 0 for no effect and ±100 for the full control effect; nearly all actives have a fitted effect of over 60% in size
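Luminescent ATP read-out (CellTiter-Glo) measures survival of drug-naive KB-3-1 cells after 72 h compound exposure at 37 °C. Titration series was screened from lowest to highest concentration, with DMSO vehicle plates as background controls.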
HT1080-NT tox: qHTS for induction of synthetic lethality in tumor cells producing 2HG: qHTS for the HT-1080-NT fibrosarcoma cell line; Potency, µM (top dose mostly 46.1 µM), inactives show at the highest dose activity, negative = less viability, most hits filed as cytotoxic; actives 1.6% (n = 360,000); HT-1080-NT fibrosarcoma viability, CellTiter-Glo ATP luminescence, 48 h;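 note: NT is the 2HG producing partner of a matched IDH1 knockdown line; potency is the fitted concentration of half-maximal effect; 0% = DMSO-treated cells and -100% = media-only wells without cells; nearly all actives have a fitted effect of over 55% in size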
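A 48-hour cytotoxicity screen used HT-1080-NT cells plated 2 hours before compound delivery. ATP-based CellTiter-Glo luminescence measured viability, normalized to DMSO and no-cell controls.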
KB-V1 MDR tox: qHTS assay for MDR1-selective chemotherapeutics: Primary screen using the drug-selected MDR subline cells KB-V1. KB-V1 MDR cells viability, CellTiter-Glo, 72 h. Potency, µM (highest dose often 46.1 µM), without a hit: top-dose activity change, negative = cytotoxicity, usual class: cytotoxic. actives 3.4% (n = 400,000). AID 1347076, 2019; note: potency is the fitted concentration of half-maximal effect; % is set by controls: 0 for no effect and ±100 for the full control effect; nearly all actives have a fitted effect of over 60% in size
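Luminescent ATP read-out (CellTiter-Glo, 10 min) measures survival of drug-selected KB-V1 MDR cells after 72 h, 37 degrees C compound exposure. Medium: phenol-red-free DMEM, 10% FBS. Values from fitted concentration-response curves.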
WRN helicase inh: qHTS for Inhibitors of WRN Helicase. Bifunctional 3'-5' exonuclease/ATP-dependent helicase WRN (Homo sapiens), Q14191. WRN helicase unwinding, fluorescent forked duplex, kinetic. Potency, µM (top dose mostly 114 µM), without a hit: at the highest dose activity change, negative = inhibition, hits mostly inhibitors. actives 0.46% (n = 360,000). AID 651768, 2012; note: potency is the fitted concentration of half-maximal effect; % is set by controls: 0 for no effect and ±100 for the full control effect; nearly all actives have a fitted effect of over 55% in size
Target sequence (Q14191 whole entry, looked up): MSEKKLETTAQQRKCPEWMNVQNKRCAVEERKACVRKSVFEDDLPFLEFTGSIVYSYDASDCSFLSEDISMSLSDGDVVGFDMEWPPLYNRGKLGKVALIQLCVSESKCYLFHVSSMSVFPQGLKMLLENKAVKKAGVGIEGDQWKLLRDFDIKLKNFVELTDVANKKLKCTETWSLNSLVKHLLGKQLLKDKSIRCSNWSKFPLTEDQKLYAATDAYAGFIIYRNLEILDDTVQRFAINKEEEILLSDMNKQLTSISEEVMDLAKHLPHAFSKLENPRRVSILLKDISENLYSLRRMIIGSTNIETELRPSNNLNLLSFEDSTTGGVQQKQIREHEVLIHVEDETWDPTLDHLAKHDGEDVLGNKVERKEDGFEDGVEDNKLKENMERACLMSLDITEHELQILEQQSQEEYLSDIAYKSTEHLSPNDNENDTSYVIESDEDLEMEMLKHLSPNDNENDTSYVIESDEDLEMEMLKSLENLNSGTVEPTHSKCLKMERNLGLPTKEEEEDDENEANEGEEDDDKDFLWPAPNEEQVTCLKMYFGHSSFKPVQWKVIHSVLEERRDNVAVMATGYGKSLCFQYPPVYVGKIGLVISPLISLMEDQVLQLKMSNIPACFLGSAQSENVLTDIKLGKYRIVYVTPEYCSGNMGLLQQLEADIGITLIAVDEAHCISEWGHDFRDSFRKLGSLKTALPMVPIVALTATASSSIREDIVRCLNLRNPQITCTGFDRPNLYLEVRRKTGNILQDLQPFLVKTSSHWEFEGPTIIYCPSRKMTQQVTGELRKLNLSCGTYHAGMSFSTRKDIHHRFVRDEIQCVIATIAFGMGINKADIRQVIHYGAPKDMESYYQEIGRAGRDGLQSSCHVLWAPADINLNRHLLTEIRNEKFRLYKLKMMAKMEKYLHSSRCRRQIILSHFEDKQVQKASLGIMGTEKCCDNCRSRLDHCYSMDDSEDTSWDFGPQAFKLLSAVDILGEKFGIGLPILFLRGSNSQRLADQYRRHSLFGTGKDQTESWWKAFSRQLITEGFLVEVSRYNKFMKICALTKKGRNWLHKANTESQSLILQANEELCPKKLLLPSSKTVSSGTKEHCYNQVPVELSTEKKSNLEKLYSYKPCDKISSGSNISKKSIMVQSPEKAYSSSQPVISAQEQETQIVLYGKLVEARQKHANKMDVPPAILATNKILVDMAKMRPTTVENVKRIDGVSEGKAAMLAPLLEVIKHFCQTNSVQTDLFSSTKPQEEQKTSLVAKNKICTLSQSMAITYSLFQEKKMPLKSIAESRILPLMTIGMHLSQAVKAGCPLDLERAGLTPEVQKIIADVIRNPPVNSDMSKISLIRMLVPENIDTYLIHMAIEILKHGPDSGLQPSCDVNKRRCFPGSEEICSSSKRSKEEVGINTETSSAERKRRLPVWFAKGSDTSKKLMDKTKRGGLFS
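Enzyme (20 nM final) and test compound sit together 15 min at room temperature before substrate addition. Substrate is a single-forked duplex oligonucleotide (100 nM) labelled with fluorophore and quencher, with 2 mM ATP; helicase unwinding raises red fluorescence, read kinetically.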
HT1080 IDH1KD tx: qHTS for induction of synthetic lethality in tumor cells producing 2HG: qHTS for the HT-1080-IDH1KD cell line; HT-1080 IDH1 knockdown viability, ATP luminescence, 48 h; Potency, µM (doses to about 46.1 µM), without a hit: top-dose activity, negative = toxicity, actives largely listed as cytotoxic; actives 2% (n = 360,000); AID 686971, 2013;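 note: potency is the fitted concentration of half-maximal effect; 0% = DMSO wells and -100% = cell-free medium wells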
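Viability of IDH1-knockdown HT-1080 fibrosarcoma cells was assessed by CellTiter-Glo after 48 h at 37 °C with titrated compound; concentration-effect curves were classified by fit quality and response size.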
The depositor's hits bear a star; u = inconclusive; x = not tested or not shown; [ ] = another dose, or the depositor's remark. Unless noted, calls come from the whole dose curve; as a rule, active = well fitted curve in the direction sought with a large enough effect; inconclusive = small, poorly fitted or top-dose-only effect, or another doubt; inactive = no such curve, though single readings can be large; an effect the other way counts as inactive or inconclusive.

Compound,KB-3-1 cytotox,KB-V1 MDR tox,HT1080-NT tox,IL-1B inflam inh,HT1080 IDH1KD tx,ATXN2 expr inh,SW480 rerep,WRN helicase inh,MCF10A rereplic
COC(=O)c1ccc(Cn2c(C)c(C(=O)NCc3ccc(C#N)cc3)sc2=O)o1,-26.4%,23.1µM*,-10.9%,-16.7,u,-10.1%,x,9.6%[57.1 µM],x
COc1cccc(NC(=O)Nc2nnc(CC(=O)Nc3ccccc3)s2)c1,21.8%,2.3%,-0.1%,-6.7,0.4%,x,-9.6%,-1.4%,-0.4%
CCOc1ccccc1NC(=O)COC(=O)c1nc2nccc(C)n2n1,5.0%,12.9%,19.6%,12.6,5.5%,0.4%,u,0.8%,0.3%
Cc1csc(=O)n1CC(=O)Nc1ccc(C(C)C)cc1,5.0%,8.7%,-5.7%,10.1,-1.6%,51.5%[activator],0.0%,-13.8%,0.5%
O=C(CS(=O)(=O)c1c[nH]c2ccccc12)NC1CCCCC1,3.9%,8.1%,1.3%,21.5,9.7%,6.7%,-4.7%,4.1%,-2.2%
CN(C)CCO/N=C(\c1ccc(Br)cc1)c1cccnc1,0.0%,0.0%,-5.6%,-12.6,-4.1%,-5.4%,-10.3%,u,-2.8%
Cc1ccc(O)c(Nc2nc(-c3ccccc3)nc3ccccc23)c1,-14.1%,-9.7%,-4.6%,-20.4,-5.0%,-2.2%,11.2%,9.4%,u
O=C(COC(=O)COc1ccccc1)NC1CCCc2ccccc21 (configuration not stated),4.0%,1.4%,7.6%,-2.4,5.1%,x,-2.2%,5.8%,7.8%
CCC1=C(OC(=O)N(CC)CC)N2C(=O)OC(=NCC3CC3)[C@]2(C)[C@H]2C1=CC[C@H]1C(=O)N(C)C(=O)[C@H]12,0.0%,u,16.8%,11.8,14.5%,1.0%,-6.5%,-1.1%,1.5%
CCOC(=O)c1[nH]c2ccccc2c1NC(=O)c1ccc2c(c1)OCO2,-1.4%,7.3%,-11.2%,0.9,-19.1%,5.2%,-3.6%,-1.6%,6.7%
CCOc1ccc(CNc2ccc3c(c2)ncn3C)cc1,-10.4%,-24.9%,5.4%,-5.6,1.2%,26.0%,0.6%,4.2%[57.1 µM],17.9%
Cc1ccc(Sc2ccncc2S(N)(=O)=O)cc1,-9.4%,-25.6%,0.6%,-9.2,3.7%,-1.2%,-2.3%,1.5%,0.2%
CC(Cl)C(=O)Nc1cc(C(C)(C)C)nn1-c1ccccc1 (configuration not stated),2.7%,0.4%,2.9%,-9.3,4.5%,x,0.5%,1.8%,5.2%
NC(=O)c1ccc(-c2noc(-c3ccccc3F)n2)cc1,-4.7%,4.2%,x,x,x,56.5%[activator],-10.8%,x,9.5%
O=C(CNc1cccc(Cl)c1)c1ccc(Cl)cc1,-20.0%,0.2%,-3.3%,-5.3,u,12.5%,1.0%,-0.8%,-3.9%
CCCC[C@@H]1C[C@H]1[C@@H](NC(=O)c1cccs1)c1ccc(C(F)(F)F)cc1,-8.1%,-27.1%,0.0%,-27.6,-2.6%,-17.3%,-1.0%,-9.4%,13.9%
Cc1ccc(C(C)(C)C)c(OCCN2CCCC2)c1,-0.2%,u,2.0%,-6.7,6.2%,-7.4%,2.6%,-15.3%,14.4%
CCCOc1cccc(C(=O)N(Cc2cccs2)C2CCS(=O)(=O)C2)c1 (configuration not stated),-7.0%,-21.3%,-4.4%,-23.1,1.8%,2.5%,2.9%,1.9%,9.7%
Cc1ccc(S(=O)(=O)NC2(C(F)(F)F)NC(=O)N(C)C2=O)cc1 (configuration not stated),-1.3%,3.7%,0.0%,18.6,16.6%,1.2%,-22.0%,-2.9%,2.6%
COC(=O)CSc1nnc(-c2ccco2)n1Cc1ccco1,8.9%,2.9%,11.9%,30.9,5.2%,6.6%,-23.2%,-11.7%,-4.3%
CCN1C[C@@H]2[C@@H]3C(=O)N(C)C(=O)[C@@H]3[C@](Cc3ccccc3)(C(=O)OC)N2C1=NCc1ccccc1,0.0%,0.0%,2.1%,21.7,4.3%,7.3%,3.5%,-6.3%,1.0%
CCOC(=O)C1(Cc2cccc(OC)c2)CCCN(S(=O)(=O)c2cccnc2)C1 (configuration not stated),-0.9%,4.9%,-3.5%,-12.9,-2.1%,-17.0%,4.5%,-0.2%,-3.5%
CC(=O)Nc1ccc(S(=O)(=O)n2cnc3cc(C)c(C)cc32)cc1,-13.1%,0.9%,u,10.1,-14.5%,-6.4%,-6.4%,-14.1%,16.3%
O=C(NCc1cccs1)c1cc(-c2cccc(Cl)c2)on1,0.6%,4.2%,-4.6%,-4.9,u,14.2%,2.3%,4.7%,u
Cc1cc(Cl)ccc1OCCCC(N)=O,2.1%,0.0%,1.5%,-9.4,4.1%,7.2%,-2.2%,-4.5%,3.8%
CC(=O)Nc1ccc(NC(=O)COc2ccc3c(c2)CCC3)cc1,18.9%,u,-6.5%,1.2,-0.8%,-3.0%,-32.9%,-3.0%,9.9%
CC(C)(C)NC(=O)C1C(c2ccc(C(F)(F)F)cc2)=Nc2ccccc2N1C(=O)c1cccc2ccccc12 (configuration not stated),u,-31.4%,17.8%,24.1,8.2%,x,x,3.3%,x
Cc1ccc(S(=O)(=O)Nc2ccc3oc(=O)sc3c2)c(C)c1,7.4%,6.2%,u,16.4,u,-5.1%,-0.8%,-13.9%,u
COc1ccc(-n2ncc3c2CC(C)(C)CC3NC(=O)CCC2=NNC(=O)CC2)cc1 (configuration not stated),-21.8%,u,4.3%,3.8,6.1%,-1.4%,u,-5.6%,-0.7%
O=C(CSc1nc2ccccc2s1)N1c2ccccc2Sc2ccc(C(F)(F)F)cc21,-2.8%,u,-2.3%,29.1,-13.3%,0.6%,8.8%,-10.0%,3.2%

The list goes on, starting with the last 2 of the part before.
Compound,KB-3-1 cytotox,KB-V1 MDR tox,HT1080-NT tox,IL-1B inflam inh,HT1080 IDH1KD tx,ATXN2 expr inh,SW480 rerep,WRN helicase inh,MCF10A rereplic
COc1ccc(-n2ncc3c2CC(C)(C)CC3NC(=O)CCC2=NNC(=O)CC2)cc1 (configuration not stated),-21.8%,u,4.3%,3.8,6.1%,-1.4%,u,-5.6%,-0.7%
O=C(CSc1nc2ccccc2s1)N1c2ccccc2Sc2ccc(C(F)(F)F)cc21,-2.8%,u,-2.3%,29.1,-13.3%,0.6%,8.8%,-10.0%,3.2%
COc1ccc(C)cc1NC(=O)c1[nH]c(C)c(C(C)=O)c1C,6.5%,-0.4%,-9.5%,22.1,-9.6%,7.5%,-8.1%,14.2%,-181.9%[0.0737 µM]
Cc1cc(NC(=O)NCc2ccccc2)c(=O)n(Cc2ccccc2F)c1,16.0%,-5.7%,1.2%,0.0,0.2%,9.7%,-21.6%,-1.8%,-4.6%
CN(C)C(CNC(=O)CSC(=S)N1CCCC1)c1ccccc1 (configuration not stated),0.3%,-21.1%,-2.5%,9.1,3.6%,20.8%,-5.5%,1.7%,-1.6%
CCc1cc(=O)oc2c(C)c(OCC(=O)NCCCN3CCCC3=O)ccc12,u,5.5%,14.0%,u,9.6%,0.8%,-5.9%,-3.4%,-4.4%
Cc1ccc(C(=O)Nc2ccc3c(c2)OCCO3)o1,-22.2%,20.6µM*,u,-19.7,u,-31.6%,0.1%,-10.5%,0.3%
CC1CCN(Cc2c(C(=O)N/N=C/c3cc(Br)ccc3O)nnn2-c2nonc2N)CC1,u,u,3.66µM*,109.9,2.31µM*,u,u,-0.5%,1.6%
Nc1nc(Nc2ccc(Cl)cc2)nc(NCCO)c1[N+](=O)[O-],u,-0.6%,-8.2%,x,-12.3%,-13.1%,-0.5%,-27.9%,-15.1%
O=C(Nc1c2c(nn1-c1ccccc1)CS(=O)(=O)C2)c1ccc2c(c1)OCO2,16.4%,9.3%,0.9%,-16.1,11.7%,5.5%,-9.7%,-21.1%,-1.9%
Cc1cc(-n2c(C)cc(C(=O)COc3ccc(Cl)cc3C(N)=O)c2C)no1,-1.8%,-4.4%,-0.3%,48.1,6.2%,6.5%,-9.1%,4.0%,u
CS(=O)(=O)N(CC(=O)Nc1ccc2c(c1)OCCO2)Cc1ccccc1,5.7%,-0.1%,10.2%[9.24 µM],0.0,1.4%,5.2%,-9.2%,-7.5%,3.7%
C=CCn1cc(C(=O)N2CCN(c3ccccc3)CC2)c(=O)c2cc(S(=O)(=O)N3CCCC3)ccc21,25.0%,u,1.1%,-3.1,0.8%,-8.3%,-12.0%,-3.1%,1.3%
CCCc1cc(=O)[nH]c(SCc2cc(C(=O)OC)c(C)o2)n1,11.9%,-15.2%,-9.9%,34.6,-10.1%,-4.5%,-12.0%,0.3%,15.2%
COc1cccc(COC(=O)CCNC(=O)c2ccc(Br)cc2)c1OC,10.2%,0.5%,-1.1%,7.2,-0.8%,6.3%,0.0%,-3.7%,1.4%
O=C(NCCCN1CCCC1)Nc1ccccc1[N+](=O)[O-],2.7%,24.7%,4.4%,3.9,12.4%,-3.1%,-3.1%,11.5%,-12.6%

Compound activity as filed in PubChem BioAssay.
